Screens: PubChem BioAssay, Fisher Drug Discovery Resource Center
NPYLR7 agonist: agonists of mosquito NPYLR7 receptor, primary screen, cell-based, Aedes aegypti, calcium fluorescence, mosquito biting behavior; Aedes aegypti neuropeptide Y-like receptor 7 (NPYLR7); HEK293T NPYLR7/Galpha15, GCaMP6s calcium fluorescence; activation, % at 10 µM; 270,000 compounds, 0.15% hits; AID 1259423, 2018; in the data active means activation above about 40%;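 further: 0% = vehicle and 100% = reference agonist at the receptor; some compounds past the cut are filed as inactive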
mcGAS inh: cyclic GMP-AMP synthase inhibitors, mouse, primary biochemical chemiluminescence; inhibition, % at 12.5 µM; recombinant cGAS, Kinase-Glo ATP depletion luminescence; 160,000 compounds, 0.15% hits;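 further: 0% = negative control wells and 100% = reference inhibitor with no enzyme activity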
hcGAS inh: Primary biochemical luminescence assay for human cyclic GMP-AMP synthase inhibitors; AID 1259398, 2018; inhibition, % at 12.5 µM; recombinant h-cGAS, ATP depletion, Kinase-Glo luminescence; 290,000 compounds, 0.081% hits;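 further: 0% = vehicle reaction and 100% = reaction without DNA for no activity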
Target sequence (Q8N884 whole entry, looked up): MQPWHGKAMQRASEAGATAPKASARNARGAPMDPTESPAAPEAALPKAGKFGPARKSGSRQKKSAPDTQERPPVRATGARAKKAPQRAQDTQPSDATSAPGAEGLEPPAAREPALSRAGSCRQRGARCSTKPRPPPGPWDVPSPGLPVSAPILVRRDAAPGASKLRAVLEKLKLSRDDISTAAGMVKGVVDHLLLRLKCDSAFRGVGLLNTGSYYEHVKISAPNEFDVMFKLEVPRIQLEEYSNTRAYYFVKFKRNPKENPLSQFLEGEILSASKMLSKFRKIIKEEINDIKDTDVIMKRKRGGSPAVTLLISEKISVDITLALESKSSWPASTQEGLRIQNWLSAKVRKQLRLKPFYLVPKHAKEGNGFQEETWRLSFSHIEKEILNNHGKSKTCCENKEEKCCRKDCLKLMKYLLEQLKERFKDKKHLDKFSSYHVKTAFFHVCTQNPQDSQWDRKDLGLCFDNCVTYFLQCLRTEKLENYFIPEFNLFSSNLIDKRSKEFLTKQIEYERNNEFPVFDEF
* marks the source's active call; other numbers are inactive results; . = not tested or not shown; & = joins results of further samples. Unless noted, no stated cut-off is given here; in the data, active means inhibition above about 40%; inactive means the rest.

The opening 3 records (preview)
#	SMILES	NPYLR7 agonist	mcGAS inh	hcGAS inh
1	CCOc1ccccc1C(=O)Nc1c(C)nc2scc(C)n2c1=O	9	-7	-9
2	CCOc1nn(CC)cc1C(=O)Nc1ccc(S(N)(=O)=O)cc1	-11	-1	0
3	COc1ccccc1-c1cnn2c(C)c(C(=O)NCc3cccs3)cnc12	-4	3	0

The whole of this part, repeating the preview:
#	SMILES	NPYLR7 agonist	mcGAS inh	hcGAS inh
1	CCOc1ccccc1C(=O)Nc1c(C)nc2scc(C)n2c1=O	9	-7	-9
2	CCOc1nn(CC)cc1C(=O)Nc1ccc(S(N)(=O)=O)cc1	-11	-1	0
3	COc1ccccc1-c1cnn2c(C)c(C(=O)NCc3cccs3)cnc12	-4	3	0
4	COc1ccccc1CN1CCn2nc(C(=O)NCc3ccc(-c4ccccc4)cc3)cc2C1=O	17	-5	-4
5	N#CCSc1nnc(-c2c[nH]c3ccccc23)o1	1	.	13
6	Cc1cnc(NCCN2CCCCC2CO)nc1N(C)C (configuration not stated)	7	.	-5
7	COc1ccc(Nc2nc(-c3cc4cc(OC)ccc4oc3=O)cs2)cc1	-3	-4	-2
8	CC(NC(=O)CCNc1ccccc1-c1nn[nH]n1)c1ccccc1 (configuration not stated)	18	-12	-4
9	CCCNC(=O)c1cc(NC(=O)NCc2ccccc2)ccc1N1CCCC1	1	-3	-5
10	CC(CO)NC(=O)c1cc2ccccc2oc1=O (configuration not stated)	3	.	-1
11	CCCCCCCCCCCCCCCCCC(=O)OC(CC(=O)O)C[N+](C)(C)C (configuration not stated)	2	-3	4
12	COCCCNC(=O)CC(c1cccc(C(F)(F)F)c1)c1cn(C)c2ccccc12 (configuration not stated)	-1	-6	-6
13	C=CCNc1ncnc2sc3c(c12)CCCC3	-4	-1	2
14	CC(=O)Nc1ccc(Cl)c(C(=O)NC(c2ccncc2)c2ccccc2C)c1 (configuration not stated)	6	.	-2
15	CC(=O)Nc1ccccc1C(=O)N1CCN(Cc2ccccc2)CC1	14	.	-1
16	CC(=O)N(c1ccc(Cl)cc1)C1C=CS(=O)(=O)C1 (configuration not stated)	-3	.	-2
17	C#CCNC(=O)c1cc(-c2c(C)cc(C)cc2C)n(C)n1	2	.	-9
18	Fc1ccc(Nc2ncc3c(n2)CCN(Cc2cccc(Oc4ccccc4)c2)C3)c(F)c1	-3	-3	-7
19	COCCOCN1C(=O)CC2(C1=O)C(=O)N(CCCn1c(=O)c3c(ncn3C)n(C)c1=O)c1ccccc12 (configuration not stated)	-22	-2	1
20	O=C1CC(NCCc2ccc(Cl)cc2)C(=O)N1c1ccc(-c2nc3ccccc3o2)cc1 (configuration not stated)	18	-3	-1
21	CC(C)c1nccn1CCCNC(=O)c1ccc(N2CCC(O)CC2)nc1	14	.	-1
22	COC(=O)C1CC2CCCCC2N1C(=O)c1cc(C)nc2cc(F)ccc12 (configuration not stated)	10	.	-4
23	Cc1ccc(N2C(=O)CC3CS(=O)(=O)CC32)c(C)c1 (configuration not stated)	-1	-8	-7
24	COc1ccc(-c2nc3c(C)cccn3c2NC(C)(C)CC(C)(C)C)cc1	-11	-4	-1
25	Cn1ncc(Oc2ccc3c(c2)OCO3)c(Nc2ccc(C(=O)NCc3ccncc3)cc2)c1=O	17	-5	-8
26	COc1ccccc1NC(=S)N1CCC(C(=O)NC(c2ccc(F)cc2)c2ccc3ccccc3n2)CC1 (configuration not stated)	6	-1	-5
27	N#CC1C(=N)N(c2ccccc2)C(c2ccco2)C1(C#N)C#N (configuration not stated)	-5	.	-2
28	CCCN1CC(NC(=O)c2nc3ccccc3c(=O)[nH]2)CC1=O (configuration not stated)	1	.	-4
29	CN(Cc1cccc(Cl)c1)C(=O)Cn1c(=O)[nH]c(=O)c2ccccc21	4	.	-19
30	CSCc1cccc(NC(=O)C2CCN(C(=O)N(C)C)CC2)c1	6	.	-9

Copied from above: nos. 24 to 26
#	SMILES	NPYLR7 agonist	mcGAS inh	hcGAS inh
24	COc1ccc(-c2nc3c(C)cccn3c2NC(C)(C)CC(C)(C)C)cc1	-11	-4	-1
25	Cn1ncc(Oc2ccc3c(c2)OCO3)c(Nc2ccc(C(=O)NCc3ccncc3)cc2)c1=O	17	-5	-8
26	COc1ccccc1NC(=S)N1CCC(C(=O)NC(c2ccc(F)cc2)c2ccc3ccccc3n2)CC1 (configuration not stated)	6	-1	-5

Remaining list, next part
#	SMILES	NPYLR7 agonist	mcGAS inh	hcGAS inh
31	CCOC(=O)c1c(-n2cnnn2)sc(C)c1C	22	-4	-5
32	CCc1nc(CN(C)C(=O)C(C)(C)n2cccc2)no1	-6	.	-6
33	Cc1nnsc1CN(C)C(=O)c1sc2ccccc2c1C	9	-17	-6
34	O=C(O)C1CN(c2ccc3cccc(Cl)c3n2)CCN1 (configuration not stated)	-2	.	-1
35	CCC1CN(CCNC(=O)Cc2cccc(F)c2)Cc2cc(OC)ccc2O1 (configuration not stated)	35	-10	-4
36	O=C(c1ccc(O)cn1)N1CCOC(Cc2cccc(C(F)(F)F)c2)C1 (configuration not stated)	.	-13	-4
37	CCn1cc(C(=O)O)c(=O)c2cc3c(cc21)OCO3	-25&1&3	-5&-2	4&-6&4
38	O=C(N1CCc2ccccc2C1c1ccccc1Cl)C1(c2ccc(Cl)cc2)CCCC1 (configuration not stated)	-1	1	0
39	CN(Cc1ccccc1)C(=O)CC1(c2cccc(C(F)(F)F)c2)CC(=O)N(C2CC2)C1=O (configuration not stated)	19	-11	-8
40	COc1ccc(OC)c(S(=O)(=O)NC(=O)C2(C)CCN2C(=O)Cc2cc(C)cc(C)c2)c1 (configuration not stated)	-2	.	-9
41	N#CCN(Cc1ccccc1)C(=O)COc1ccccc1C(F)(F)F	5	.	-6
42	Cc1ccc(C)c(Cn2nnc(C(=O)Nc3ccc(C)c(C)c3)c2N)c1	0	2	1
43	O=C(NCC(=O)N1CCCN2CCCC2C1)c1ccc2ccccc2c1 (configuration not stated)	10	-8	-11
44	COc1ccc(CC(=O)N2CCC(n3cnc4ccc(C)cc43)CC2)cc1	.	-4	-4
45	CCOc1ccc(N2C(=O)NC(=O)/C(=C/c3cc(Br)ccc3OC)C2=O)cc1	27	-6	-8

Looked up above.
NPYLR7 agonist result of `CC(CO)NC(=O)c1cc2ccccc2oc1=O` (configuration not stated) : 3
hcGAS inh result of `CC(C)c1nccn1CCCNC(=O)c1ccc(N2CCC(O)CC2)nc1` : -1
NPYLR7 agonist result of `CC(=O)N(c1ccc(Cl)cc1)C1C=CS(=O)(=O)C1` (configuration not stated) : -3
hcGAS inh result of `CCC1CN(CCNC(=O)Cc2cccc(F)c2)Cc2cc(OC)ccc2O1` (configuration not stated) : -4

Additional results.
#	SMILES	NPYLR7 agonist	mcGAS inh	hcGAS inh
46	Cc1ccc(CN2CCN(c3ccc(N)cc3C(=O)N3CCCC3)CC2)cc1	1	-6	1
47	COc1ccc2[nH]c(C(=O)N(C)CCc3noc(C(C)C)n3)c(C)c2c1	-9	-15	0
48	CCOC(=O)c1cccnc1NCc1cccnc1N1CCN(C(C)=O)CC1	6	-11	-7
49	COC(=O)C1(F)CCN(C(=O)NC(C)c2ccc(C)cc2)C1 (configuration not stated)	2	.	-9
50	O=C(NCC1Cc2cc(-c3cnc4ccccc4c3)cc(F)c2O1)C1=CCCC1 (configuration not stated)	2	-7	-1
51	Cc1ccccc1NC(=O)NC(C)c1cnn(-c2cccc3ccccc23)c1C (configuration not stated)	0	-10	-8
52	O=C(Nc1cnc2sc3ccccc3n2c1=O)c1ccccc1	-2	.	-5
53	Cc1cc(C(=O)Nc2cc(-c3ccccc3)nn2-c2ccccc2Cl)ccc1Br	21	-8	-12
54	CCOc1nc(-c2ccccc2C)n(-c2ccc(NC(=O)c3ccc(Cl)c([N+](=O)[O-])c3)cc2)n1	23	-3	-6
55	CCn1cc(C(=O)O)c(=O)c2cnc(N3CCCC3)nc21	-4&-4	-2	4&-8
56	Cc1ccsc1CN(C)Cc1ncccc1C(=O)O	-1	.	-2
57	COc1cccc(C(=O)NC2CCN(c3ccccc3C(=O)NCc3ccco3)CC2)c1	-3	-4	0
58	CCN(CC1CCCO1)C(=O)c1ccc(OC2CCN(S(=O)(=O)N(C)C)CC2)cc1 (configuration not stated)	18	.	-4
59	Cc1onc(-c2ccccc2)c1C(=O)NCc1ccccc1	-4	.	-4
60	O=C(c1cc(Cl)c[nH]c1=O)N1CCC(c2cc(Cc3ccccc3)[nH]n2)CC1	-4	.	-6
61	CSCC(C)C(=O)NCc1ccnc2ccccc12 (configuration not stated)	-1	-4	1
62	CC1C(=O)N(c2ccc3c(c2)OCO3)CCN1C(=O)c1ccc(C(F)(F)F)cc1 (configuration not stated)	19	-7	-5
63	Cc1cc(-c2nc3cc(F)ccc3n2C(C)C)ccc1N	-4	-14	-8
64	Cc1ccc(-n2cccn2)c(CN2CCC(CO)(CC3CCCCO3)CC2)c1 (configuration not stated)	16	.	3
65	NC(=O)Cn1cc(NC(=O)c2ccc(N3CCCC3)c(F)c2)cn1	4	.	-2
66	CC(C)NC(=O)N1CCN(Cc2coc(-c3ccc(F)cc3)n2)CC1	-24	.	5
67	COC(=O)c1cc(C#N)c(=O)n(CC(=O)NC2(c3ccccc3)CCC2)c1	6	.	-8
68	COCCC(=O)Nc1ccc2c(c1)CN(Cc1cn[nH]c1C1CCCCC1)CC2	2	-5	-1
69	COc1cc(Cn2nc(-c3ccccc3)c3sc(N4CCOCC4)nc3c2=O)cc(OC)c1	-5	-9	-10
70	c1ccc(-c2nc(C34CC5CC(CC(C5)C3)C4)co2)cc1	4	-3	-2
71	COC(=O)CCNC(=O)c1nn(CC2CC2)c2c1CN(C(=O)c1ccccc1F)CC2	16	-8	-25
72	CCOC(=O)C1CSCCN1S(=O)(=O)c1cc(Cl)cc(Cl)c1 (configuration not stated)	-4	-16	-6
73	CCN(CC1CCCO1)C(=O)c1cccc(-c2cn[nH]c2)c1 (configuration not stated)	9	-11	-5
74	CCC1CN(Cc2ccc(OCc3ccccn3)cc2)CCN1C(C)C (configuration not stated)	0	.	-8
75	COc1ccccc1-c1ncc(CN2CCC3(CCCN(CC4CCC4)C3)C2)cn1 (configuration not stated)	18	.	-6
76	COC(=O)C=C1NC(=O)CS1	9	-6	-6
77	Cc1nn(C)c2ncc(C(=O)O)c(N3CCOC(C(F)(F)F)C3)c12 (configuration not stated)	5	-15	-6
78	CCOC(=O)C1(Cc2ccc(Cl)cc2)CCN(Cc2ccc(C#CCCO)cc2)CC1	4	-3	-4
79	O=C(c1cc(=O)c2ccccc2o1)N1CCN(Cc2nc(-c3ccc(F)cc3)cs2)CC1	-9	-7	-3
80	Cc1ccccc1Cn1ccnc1CN(C(=O)c1ccc(Cl)cc1)C1CCCCC1	23	-11	-11
81	COCCCn1c(O)c(C=Nc2cc(OC)ccc2OC)c(C)c(C#N)c1=O	42	.	-6
82	Cc1nn(C)c(C)c1CN(C(=O)c1ccc(=O)n(C)c1)C(C)C	0	-19	-5
83	CCn1ncc(S(=O)(=O)N2CCCC(c3nn(C)c(=O)n3CC)C2)c1C (configuration not stated)	-1	-19	-5
84	CN(c1ccccc1)c1ccc(CN2CCN(C)C(CCO)C2)cc1 (configuration not stated)	15	-12	-13
85	O=C(Nc1ccc(-n2ccnc2)c(F)c1)C1CCN(C(=O)C2CC2)CC1	4	.	-1
86	CC(C)(C)n1ncc2c(=O)n(NC(=O)c3ccc4c(c3)OCO4)cnc21	5	.	-5
87	CCOC(=O)C1CCN(C(c2ccc(Br)cc2)C2Sc3nc(CC)nn3C2=O)CC1 (configuration not stated)	17	-8	-13
88	CCCCCn1cc(C2CCN(S(=O)(=O)c3ccc(NC(C)=O)c(Cl)c3)CC2)c2ccccc21	33	-9	-7
89	CCCCCCC(O)c1nnc(Nc2cc(OC)c(OC)c(OC)c2)s1 (configuration not stated)	2	-6	-4
90	CC(=O)[C@@H]1C[C@H](CC(=O)NCCc2c[nH]c3ccc(O)cc23)C1(C)C	-1	-5	-11
91	O=C(Cn1cnc2c(-c3ccncc3)nsc2c1=O)Nc1ccc(Cl)cc1	1	-2	0
92	CC1(C)CC(=NOC(=O)c2ccccc2)CC(C)(C)N1	-5	-6	-4
93	Cc1ccc(N2CCN(Cc3c(F)cccc3F)C(C)C2=O)cc1Cl (configuration not stated)	-4	-3	0
94	Nc1cccn2cc(-c3cccs3)nc12	22	.	-8
95	O=C(NCc1cccnc1)C(C1CCCC1)N1CCN(C(=O)c2ccccc2F)CC1 (configuration not stated)	6	-5	0
96	Cc1cnc(N2CCOCC2C)nc1N1CCOCC1C (configuration not stated)	5	.	-7
97	CC(C(=O)NC1CCCc2ccccc21)N1CCN(C/C=C/c2ccccc2)CC1 (configuration not stated)	0	-18	-7
98	CC(C)(C)NCCCN	4	.	-7
99	CSc1nc2ncc3c(=O)n(CCc4cccs4)ccc3n2n1	4	.	0
100	O=C(CCCCCN1C(=O)c2ccccc2C1=O)Nc1nccs1	2	-6	-10
101	CCOC(=O)CN1CCN(c2ccc(Cl)cc2)C(=O)C1C (configuration not stated)	-3	-6	-5
102	CCN(Cc1ccsc1)CC1CCCN(CCc2cccc(F)c2)C1 (configuration not stated)	-5	-8	-7
103	COc1cccc(C(=O)NCc2cccc(-c3ncc(-c4ccccc4)[nH]3)c2)c1	5	-7	-7
104	Cc1ccc(S(=O)(=O)N(CCN2CCOCC2)Cc2nccn2Cc2ccccc2C(F)(F)F)cc1	.	-7	-2
105	c1nc(NC2CCCCCCC2)c2c3c(sc2n1)CCC3	4	0	0
106	Cc1nc(Cc2nnc(SCC(=O)c3c(N)n(C4CC4)c(=O)[nH]c3=O)o2)cs1	0	.	-3
